NCI-60 one-dose screen, 48 h, at 10 µM unless noted. Numbers give growth in % (100 = growth as untreated, 0 = no growth, -100 = all killed).
SK-MEL-2: SK-MEL-2 melanoma; 77,000 tested, 4.7% active; AID 1794763
LOX IMVI: LOX IMVI melanoma. 79,000 tested, 7.4% active
UACC-62: UACC-62 melanoma | AID 1794756 | 81,000 tested, 5.4% active
SK-MEL-28: SK-MEL-28 melanoma | 81,000 tested, 4.1% active | AID 1794761
HS 578T: HS 578T breast cancer | 78,000 tested, 4.1% active | AID 1794788
SK-MEL-5: SK-MEL-5 melanoma. AID 1794755. 80,000 tested, 6.4% active
UACC-257: UACC-257 melanoma | 78,000 tested, 4.4% active
MALME-3M: MALME-3M melanoma; 78,000 tested, 5.8% active; AID 1794766
An asterisk follows results filed as active; · = not tested or not shown; & = joins results of further samples. The calls were made as follows: active = growth percent below 10; inactive = the rest.

The first 6 compounds, ahead of the listing:
Below each compound – SK-MEL-2	LOX IMVI	UACC-62	SK-MEL-28	HS 578T	SK-MEL-5	UACC-257	MALME-3M
1. CC(C)SCC(=O)SC(=O)Nc1cccc(Cl)c1
  89.6	96.4	104.1	109.2	112.8	104.8	106.7	116.1
2. O=Nc1ccc(O)c(/C=N/O)c1
  103.4	98.0	109.6	106.5	106.3	98.5	90.5	94.2
3. CCCCCC(=O)N1CCOCC1
  101.0	96.9	95.3	97.9	101.3	96.5	95.2	109.6
4. Cc1ccccc1C1CC(=O)c2ccccc2C1C (configuration not stated)
  119.7	100.3	87.4	106.7	98.9	104.7	102.9	124.7
5. FC(F)(F)C(C(Cl)Cl)C(Cl)(Cl)Cl (configuration not stated)
  ·	99.3	102.8	101.5	·	100.5	·	108.5
6. N#CC(c1ccccc1)N(CCc1ccccc1)C(=O)Oc1ccccc1 (configuration not stated)
  83.4	101.9	94.3	101.4	117.8	100.8	109.8	105.3

The list itself, from the start:
Below each compound – SK-MEL-2	LOX IMVI	UACC-62	SK-MEL-28	HS 578T	SK-MEL-5	UACC-257	MALME-3M
1. CC(C)SCC(=O)SC(=O)Nc1cccc(Cl)c1
  89.6	96.4	104.1	109.2	112.8	104.8	106.7	116.1
2. O=Nc1ccc(O)c(/C=N/O)c1
  103.4	98.0	109.6	106.5	106.3	98.5	90.5	94.2
3. CCCCCC(=O)N1CCOCC1
  101.0	96.9	95.3	97.9	101.3	96.5	95.2	109.6
4. Cc1ccccc1C1CC(=O)c2ccccc2C1C (configuration not stated)
  119.7	100.3	87.4	106.7	98.9	104.7	102.9	124.7
5. FC(F)(F)C(C(Cl)Cl)C(Cl)(Cl)Cl (configuration not stated)
  ·	99.3	102.8	101.5	·	100.5	·	108.5
6. N#CC(c1ccccc1)N(CCc1ccccc1)C(=O)Oc1ccccc1 (configuration not stated)
  83.4	101.9	94.3	101.4	117.8	100.8	109.8	105.3
7. CCN(C(=O)CCl)c1ccccc1
  102.3	93.2	100.0	105.6	102.6	98.1	97.0	99.3
8. COc1cc(OC)cc(C2C(C#N)=C(N)Oc3c2ccc2ccc(O)cc32)c1 (configuration not stated)
  21.3	0.7*	28.9	48.6	53.2	-45.6*	69.4	39.3
9. CCCCCCCCCCCCCCCCCC1=NC(C)(C)CN1CCO
  -66.2*	-67.0*	-77.1*	-78.0*	-38.4*	-65.3*	-10.6*	11.8
10. COC(=O)C1CCCCCCC1=O (configuration not stated)
  119.8	102.1	102.2	116.5	107.1	101.4	·	106.2
11. CC(=O)OCC1O[C@@H](OC(C)=O)[C@@H](NC(=O)NS(=O)(=O)c2ccc(CCNC(=O)c3ccccc3)cc2)C(OC(C)=O)[C@@H]1OC(C)=O (some centres not stated)
  108.4	98.7	97.9	99.2	113.3	99.6	114.8	103.6
12. COc1cccc(C(=O)N2CCc3ccccc32)c1OC
  100.7	90.4	103.9	95.6	95.0	98.0	101.7	83.9
13. COc1cccc(CNc2nnc(C)c(C)n2)c1O
  105.7	98.8	97.1	109.2	107.7	91.6	95.0	108.2
14. CCCCCCCCCCOc1ccc(C(=O)c2ccc(OCCCCCCCCCC)cc2O)cc1
  116.8	101.5	101.1	103.9	103.5	104.7	104.7	96.5
15. CN1C(CCl)Nc2cc(Cl)c(S(N)(=O)=O)cc2S1(=O)=O (configuration not stated)
  88.3&104.4	97.6&102.3	105.5&101.1	131.3&118.2	107.7&101.1	107.1&95.6	103.3&88.3	81.4&101.2
16. COC(OC)C1(c2ccccc2)NC(=O)NC1=O (configuration not stated)
  104.4	109.0	105.6	105.6	110.8	114.8	103.9	111.6
17. O=C(c1c[nH]c2ccccc12)c1n[nH]c(=S)n1-c1cccc(Cl)c1
  105.9	98.1	91.8	118.8	99.0	98.4	98.7	107.3
18. c1ccc(Nc2ncc3c(n2)-c2cccn2CC3)cc1
  100.5	92.4	80.1	107.1	91.6	67.0	123.6	95.1
19. Cn1cc(/C=C(/SS/C(=C/c2cn(C)c3cccc(C(=O)O)c23)C(=O)O)C(=O)O)c2c(C(=O)O)cccc21
  106.1	48.9	92.3	98.3	108.3	100.2	104.5	97.9
20. CCC(CC)C(=O)Oc1c(C(=O)N(C)C)cccc1-c1ccccc1
  94.7	95.0	80.9	121.7	108.0	104.3	99.4	·
21. O=C1c2ccccc2NC(c2cn(-c3ccccc3)nc2-c2ccccc2)N1Cc1ccccc1 (configuration not stated)
  75.6	78.7	·	95.4	83.7	77.2	110.2	104.5
22. COc1ccc(-c2nc(SCC(=O)Nc3ccc(/C(C)=N/O)cc3)[nH]c(=O)c2C#N)cc1
  93.6	82.8	·	103.9	96.4	97.9	79.7	102.0
23. CCN(CC)CCCNC(=O)c1noc2cc([N+](=O)[O-])ccc12
  103.7	97.4	97.4	116.7	91.5	97.1	102.9	126.7
24. CC(Br)c1nc2ccccc2cc1C(N)=O (configuration not stated)
  110.2	85.6	93.7	107.0	·	104.0	119.4	100.7
25. FC(F)(F)Oc1ccc2c(c1)CC1C[C@@H](c3cccc4ccccc34)N2O1 (some centres not stated)
  ·	81.2	65.6	98.5	99.0	94.9	95.2	·
26. O=[N+]([O-])c1ccc(NCC(Br)CBr)c([N+](=O)[O-])c1 (configuration not stated)
  72.0	96.4	76.6	95.0	·	95.6	78.4	122.7
27. COC(=O)[C@@H]1CSCN1C(=O)C1=C(C)NC(=S)NC1c1ccc(O)c(OC)c1 (some centres not stated)
  106.1	95.3	86.5	117.7	105.0	123.7	109.6	96.4
28. Cc1ccc(-c2cc(-c3nnc(SCC(=O)c4ccccc4)o3)c3ccccc3n2)cc1
  90.7	92.4	90.8	96.6	100.7	95.3	114.3	107.4
29. COc1ccc(NCCCCN2C(=O)c3ccccc3OC=C2c2ccccc2)cc1
  101.1	90.6	80.2	100.3	94.9	98.8	98.8	93.0
30. CC(=O)Cc1nn(Cc2ccccc2)[nH]c1=O
  109.0	102.1	94.5	114.7	201.4	101.9	109.7	75.1
31. COc1ccccc1C1SCC(=O)N1NC(=O)c1ccc(C)nc1 (configuration not stated)
  117.9	93.0	92.4	103.2	97.1	104.2	103.7	113.0
32. Cc1ccc2nc[nH]c2c1
  106.0	99.8	104.1	115.6	101.9	99.0	96.4	92.5
33. Cc1sc(NC(=O)c2ccccc2)c(C(c2cccs2)N2CCN(c3ccccc3)CC2)c1C (configuration not stated)
  120.2	100.6	99.7	104.4	100.9	96.0	99.1	·
34. CCOC(=O)c1cncc(C(=O)OCC)c1
  93.6	95.2	98.4	100.7	108.3	105.0	·	105.1
35. O=S(=O)(c1ncsc1-c1ccccc1)N1CCCCC1
  108.2	·	94.8	105.9	98.2	97.3	101.0	99.2
36. COc1ccc(-c2cn3c(-c4ccc(OC)cc4)cnc3c(Oc3ccc4c(C)cc(=O)oc4c3)n2)cc1
  49.4	8.0*	50.1	-17.4*	57.6	28.6	29.2	26.7
37. NC(=O)Cc1ccc2ccccc2c1
  125.1	99.3	100.6	116.3	111.5	113.9	128.8	·
38. CC1=C(Nc2ccccc2)C(=O)OC1C (configuration not stated)
  95.4	91.9	70.1	83.0	77.9	66.6	80.2	57.1
39. O=C(/C=C\c1ccc2ccccc2n1)c1cc(Cl)ccc1O
  -9.7*	40.8	71.4	99.6	95.1	97.0	84.9	80.5
40. O=CN1N=C(c2ccc(Nc3nc(NCCO)nc(NCCO)n3)cc2)CC1c1ccc(Cl)cc1 (configuration not stated)
  ·	101.3	108.5	101.0	·	101.1	81.8	98.0

The last 2 compounds of the part above open the next one:
Below each compound – SK-MEL-2	LOX IMVI	UACC-62	SK-MEL-28	HS 578T	SK-MEL-5	UACC-257	MALME-3M
39. O=C(/C=C\c1ccc2ccccc2n1)c1cc(Cl)ccc1O
  -9.7*	40.8	71.4	99.6	95.1	97.0	84.9	80.5
40. O=CN1N=C(c2ccc(Nc3nc(NCCO)nc(NCCO)n3)cc2)CC1c1ccc(Cl)cc1 (configuration not stated)
  ·	101.3	108.5	101.0	·	101.1	81.8	98.0
41. Cc1ccc(NC(=O)N(CCO)N=O)cc1
  110.0	93.4	98.6	106.2	102.1	101.6	103.1	86.0
42. CN1CC=C(c2cc(NC(=O)Nc3ccc(Oc4ccnc(NC(=O)C5CC5)c4)c(F)c3)cc(C(F)(F)F)c2)CC1
  -42.8*	-46.5*	-22.1*	-1.3*	-17.3*	-43.9*	-0.6*	-32.5*
43. COc1cc(CNC(=O)/C=C/c2ccc3c(c2)OCO3)ccc1OCc1cn(-c2ccc(C#N)cc2)nn1
  110.9	·	77.1	96.2	·	89.7	108.1	84.4
44. CCCCSC1=C(Cl)CN(c2ccccc2)C1=O
  120.8	36.4	95.7	100.8	98.6	100.6	101.4	94.6
45. C(=N\N1CCCCCC1)/c1ccc(/C=N/N2CCCCCC2)cc1
  119.8	86.1	88.4	117.0	105.9	98.6	104.7	116.7
46. O=C1Nc2cc(Cl)ccc2/C1=C\c1ccc(OCc2ccc(Br)cc2F)cc1
  -42.8*	-92.8*	-74.3*	-63.0*	-26.1*	-12.1*	8.1*	-66.9*
47. O=c1cn[nH]c2ccc(Br)cc12
  103.3	97.2	111.6	122.9	99.4	100.0	103.9	114.1
48. O=C(Oc1ccc(Cl)cc1)c1ccccc1
  107.8	110.7	106.5	106.7	103.9	93.4	89.7	90.5
49. O=C(Nc1ccc(C(=O)O)c(O)c1)c1ccc(C(=O)Nc2ccc(C(=O)O)c(O)c2)cc1
  110.9	90.4	97.8	112.7	98.5	101.3	103.7	106.6
50. CCOC(=O)c1c(C)nc2ccccc2c1/C=C/c1ccc(C(F)(F)F)cc1
  62.0	66.5	51.0	94.9	92.9	25.9	88.1	97.9
51. Clc1ccc(CNc2ccccn2)cc1
  107.4	101.3	92.1	99.9	106.6	99.7	107.8	108.5
52. Cc1ccc(C(=O)C[n+]2ccccc2)c(O)c1
  115.5	97.4	102.2	102.0	101.3	101.4	98.4	101.0
53. S=c1[nH]nc(-c2ccc(Cl)cc2)s1
  99.4	102.8	95.1	112.1	106.6	99.9	99.4	125.3
54. COc1cc2cc(Oc3ccc(NC(=O)Nc4cc(C(F)(F)F)cc(C(F)(F)F)c4)cc3)c(C)nc2cc1OCCN1CCCCC1
  -35.6*	-99.1*	-84.9*	-95.5*	-44.1*	-49.9*	-47.4*	-86.2*
55. O=C(c1ccccc1)C(c1ccccc1)[n+]1ccccc1 (configuration not stated)
  94.0	95.0	110.7	105.5	107.1	106.1	·	108.2
56. c1ccc(-c2nc3ccccc3nc2-c2ccccn2)nc1
  99.8	98.0	99.1	104.3	111.3	100.0	97.4	102.6
57. Cc1ccc(-c2nc3nc(-c4ccc(Cl)cc4)nc(N4CCCNCC4)c3o2)cc1
  103.1	-83.2*	95.6	107.7	-50.8*	92.8	103.3	91.8
58. O=C1N=c2cc3c(cc2=C/C1=C/c1sc(=S)n(CCc2ccc(O)cc2)c1O)OCCO3
  82.9	3.3*	20.7	38.7	74.9	83.3	90.3	36.7
59. Cc1ccsc1[C@@H]1C[C@H](O)Cc2cc(OC(F)(F)F)ccc2N1
  124.6	104.5	93.5	111.6	·	91.0	99.9	104.0
60. O=C(O)C1C2CCCCC2=C2CCCCC2C1C(=O)Nc1nccs1 (configuration not stated)
  107.3	98.8	90.6	106.4	95.6	103.0	103.6	98.9
61. O=C(O)c1c2c(nc3ccccc13)-c1ccccc1C1(CCCC1)C2
  108.1	95.6	96.7	110.8	122.9	101.9	104.6	105.7
62. O=C1c2ccccc2C(=O)N1CCCCCCN1C(=O)c2ccccc2C1=O
  107.2	·	94.0	106.3	113.5	102.2	113.3	·
63. Nc1ccc(S(=O)(=O)Nc2nccs2)cc1N=Nc1ccccc1[N+](=O)[O-]
  91.6	95.2	82.0	125.0	106.0	94.6	101.5	105.2
64. O=C(/C=C/C(=O)c1ccccc1)c1ccccc1
  118.8	92.1	93.4	117.1	·	105.2	119.2	131.0
65. Nc1nn2c(C=O)c(-c3ccccc3)nc2s1
  95.5	100.0	100.7	82.6	142.4	113.5	101.6	105.4
